Dengue-2 NS5 capping: flavivirus cap methylation enzyme inhibition – biochemical, confirmation dose response, primary screen (AID 588689); Dengue-2 NS5 methyltransferase capping enzyme assay, biochemical; higher % means a stronger effect; inhibition, % at 25 µM, or IC50 in µM where a hit was titrated; 0.3% of 340,000 active; in the data active = a potency from the dose series
Starred values were filed as active, the others as inactive. These rows are one share of the data, so the mix of outcomes need not match the whole.

| compound | Dengue-2 NS5 capping |
| --- | --- |
| COc1ccc(C)cc1N1CC(C(=O)Nc2cccc(C(=O)NC3CC3)c2)CC1=O (stereo not given) | -5% |
| CCc1ccccc1NC(=O)CSc1nc2cc(C(=O)NCC3CCCO3)ccc2c(=O)n1CC1CCCO1 (stereo not given) | -3% |
| CC(c1nc2ccccc2c(=O)[nH]1)N1CCN(S(=O)(=O)c2ccc(F)c(Cl)c2)CC1 (stereo not given) | 0% |
| CC(=O)Nc1ccc2nc(NC(=O)CS(=O)(=O)c3ccc(F)cc3)sc2c1 | -5% |
| O=C(Cc1ccc([N+](=O)[O-])cc1)NCCS(=O)(=O)N1CCN(c2ccccc2)CC1 | 5% |
| Cc1nc(N2CCN(S(=O)(=O)c3cccs3)CC2)c2c(-c3ccccc3)c(C)sc2n1 | -2% |
| Cc1cc(=O)n2c(nc3ccccc32)s1 | 1% |
| C[C@@H]1CN([C@H](C)CO)C(=O)CCCn2nncc2CO[C@H]1CN(C)C(=O)Nc1ccc(N2CCCCC2)cc1 | -2% |
| Cc1noc(C)c1NC(=O)N(C)C[C@@H]1Oc2ncc(Br)cc2C(=O)N([C@H](C)CO)C[C@@H]1C | -2% |
| Fc1ccc(NC(=S)SCc2ccc3c(c2)OCO3)cc1F | 1% |
| NC(=O)c1ccsc1NC(=O)COC(=O)CCc1ccccc1 | 5% |
| COc1ccc(N2CC(C)(C)[C@H](CC(=O)Nc3ccc(Br)cc3)C2=O)cc1 | -6% |
| CCC(C)n1c(SCC(=O)NC2CC2)nc2ccccc2c1=O (stereo not given) | -2% |
| Cc1cccc(CN2CCC(n3nccc3NC(=O)CCCc3ccccc3)CC2)c1 | 1% |
| COc1cccc(C(=O)N2C(C(C)C)COc3cc(Br)ccc3S2(=O)=O)c1 (stereo not given) | -7% |
| FC(F)(F)C(F)(F)C(F)(F)c1nc2nc(Cl)c(Cl)nc2[nH]1 | 3% |
| Cc1ccc([C@H]2C[C@H](n3cc(C4CC4)nn3)[C@@H](O)CN2C(=O)C2CCCCC2)cc1 | 1% |
| C[C@@H]1CN([C@H](C)CO)C(=O)CCCn2nncc2CO[C@@H]1CN(C)C(=O)c1cc(-c2ccccc2)on1 | -6% |
| CCCc1c(C(=O)N/N=C/c2ccc(OCc3ccc(F)cc3)cc2)nnn1-c1nonc1N | -6% |
| Cn1c(N)c(C(=O)COC(=O)C2Cc3ccccc3CN2S(C)(=O)=O)c(=O)n(C)c1=O (stereo not given) | 2% |
| CC(=O)Nc1ccc(C(=O)OCC(=O)NC2CCCCCC2)cc1 | 5% |
| CC(C)Oc1ccc(S(=O)(=O)N2CCOCC2)cc1NC(=O)c1ccc(Cl)c(S(=O)(=O)N2CCOCC2)c1 | -4% |
| CC1Cc2ccccc2N1CC(=O)Nc1cc(S(=O)(=O)N2CCOCC2)ccc1Cl (stereo not given) | -4% |
| Cc1sc2nc(-c3ccccc3F)oc(=O)c2c1C | 0% |
| C[C@H]1CN([C@@H](C)CO)C(=O)CCCn2cc(nn2)CO[C@@H]1CN(C)S(=O)(=O)c1ccc2ccccc2c1 | -6% |
| O[C@H]1C[C@H](c2ccc(Cl)cc2)N(Cc2cccs2)C[C@@H]1n1cc(-c2ccc(F)cc2)nn1 | -1% |
| Cc1ccc(-n2ncc(-c3n[nH]c(=S)o3)c2N)cc1C | 4% |
| CC1CCCCC12NC(=O)N(CC(=O)NCc1cccs1)C2=O (stereo not given) | 4% |
| C[C@H]1CN([C@@H](C)CO)C(=O)CCCn2cc(nn2)CO[C@@H]1CN(C)C(=O)Nc1ccc(F)cc1 | -7% |
| NC(=O)c1[nH]cnc1N=NN(CCO)Cc1ccccc1 | 2% |
| CCn1cc(/C=C(\NC(=O)c2ccccc2)C(=O)NCCN2CCOCC2)c2ccccc21 | -10% |
| C[C@@H]1CN([C@@H](C)CO)C(=O)CCCn2cc(nn2)CO[C@H]1CN(C)C(=O)OCc1ccccc1 | 1% |
| CN1C(=O)[C@H]2[C@@H](c3ccc(C(F)(F)F)cc3)N[C@]3(CCCN(Cc4ccc(Br)cc4)C3=O)[C@H]2C1=O | -6% |
| CCc1nnc(NC(=O)c2ccc3c(=O)n4c(nc3c2)CCC4)s1 | 4% |
| COc1ccc(NC(=O)C[C@H]2C(=O)N(c3ccc(OC)cc3)C[C@@H]2C)cc1 | 4% |
| CC(C)(C)OC(=O)N1CCC(NC(=O)c2[nH]cnc2C(=O)Nc2ccc(Br)cc2F)CC1 | -18% |
| COC(=O)C1CCN(S(=O)(=O)CCNC(=O)c2ccccc2)CC1 | -3% |
| C=C(C)C(=O)Nc1ccc2nn(-c3ccccc3O)nc2c1 | 0% |
| COc1ccc([N+](=O)[O-])c(C=CC(=O)c2ccccn2)c1 | -37% |
| Cc1cc2c(cc1C)N(C(=O)CCl)CC(=O)N2 | -10% |

Grouped by structure, the compounds so far with a Cl atom (six)
| compound | Dengue-2 NS5 capping |
| --- | --- |
| CC(c1nc2ccccc2c(=O)[nH]1)N1CCN(S(=O)(=O)c2ccc(F)c(Cl)c2)CC1 (stereo not given) | 0% |
| FC(F)(F)C(F)(F)C(F)(F)c1nc2nc(Cl)c(Cl)nc2[nH]1 | 3% |
| CC(C)Oc1ccc(S(=O)(=O)N2CCOCC2)cc1NC(=O)c1ccc(Cl)c(S(=O)(=O)N2CCOCC2)c1 | -4% |
| CC1Cc2ccccc2N1CC(=O)Nc1cc(S(=O)(=O)N2CCOCC2)ccc1Cl (stereo not given) | -4% |
| O[C@H]1C[C@H](c2ccc(Cl)cc2)N(Cc2cccs2)C[C@@H]1n1cc(-c2ccc(F)cc2)nn1 | -1% |
| Cc1cc2c(cc1C)N(C(=O)CCl)CC(=O)N2 | -10% |

(more compounds)
| compound | Dengue-2 NS5 capping |
| --- | --- |
| C[C@@H]1CN([C@@H](C)CO)C(=O)c2cc(Br)cnc2O[C@H]1CN(C)C(=O)c1ccncc1 | -8% |
| Cc1ccc(S(=O)(=O)NN(Cc2ccccc2)Cc2ccccc2)cc1 | -25% |
| CC1=NN(c2ccccc2)C(=O)C1C(=S)SC1CC(=O)NC1=O (stereo not given) | 26% |
| COc1ccc(CNC(=O)COC(=O)c2c(NC(C)=O)sc(C)c2C)cc1OC | 7% |
| CC(C)C1CCN(C(=O)C2CCC(=O)N(C3CCCCCC3)C2)CC1 (stereo not given) | -4% |
| CC(=O)N1CC2(CC(c3ccccc3C(F)(F)F)=NO2)CN1c1ccc(Cl)cc1 (stereo not given) | 1% |
| CCc1ccc(C#CC2=CC(=O)CC(C)(C)C2)cc1 | 0% |
| C(#CSCc1ccccc1)SCc1ccccc1 | -2% |
| Cc1ccc([C@@H]2C[C@H]3[C@@H](CN2S(=O)(=O)c2ccc(Cl)cc2)C(=O)C[C@@H](c2cccc(Cl)c2)N3S(=O)(=O)c2ccc(C)cc2)cc1 | 2% |
| CCC(C)C(CO)NCCCn1cnc2c(SC)ncnc21 (stereo not given) | 2% |
| C[C@@H](NC(=O)c1ncn2c1c(=O)[nH]c1ccc(Br)cc12)c1ccccc1 | 7% |
| COc1ccc(NS(=O)(=O)c2ccc(C)c(C(=O)NCCCn3ccnc3)c2)cc1 | 6% |
| COc1ccc(OC)c(CN2CCN(C(=O)c3cccc(S(=O)(=O)N(C)c4ccccc4)c3)CC2)c1 | -6% |
| C[C@@H]1CN([C@@H](C)CO)C(=O)CCCn2nncc2CO[C@H]1CN(C)Cc1cccc(C(F)(F)F)c1 | -5% |
| Cc1ccn2c(Cc3ccccc3)c(-c3ccccc3)nc2c1 | -1% |
| CC(=O)N1CCOC12CCN(Cc1ccccc1)CC2 | -1% |
| COc1cccc(CN(C)C(=O)c2ccc(S(=O)(=O)Nc3cccc(C)c3C)cc2)c1OC | -2% |
| C/C(Nc1ccc(Cl)c(Cl)c1)=C1/CCOC1=O | -8% |
| O=C(CCN1CCCCO1)NC1CCCc2c1cnn2-c1ccc(F)cc1F (stereo not given) | -3% |
| O=C(Nc1ccccc1Cl)c1ccccc1CC(O)(c1ccccc1)c1ccccc1 | 2% |
| COc1ccc(S(=O)(=O)N2CCC(C(=O)N[C@H](C(=O)NCc3ccccc3)C(C)C)CC2)cc1 | 0% |
| O=S(=O)(NC1CCCC1)c1ccc(F)cc1F | -1% |
| C[C@H]1CN([C@@H](C)CO)C(=O)CCCn2cc(nn2)CO[C@@H]1CN(C)S(=O)(=O)c1ccc(Oc2ccccc2)cc1 | -8% |
| COc1ccccc1NC(=O)CCNC(=O)C1CCN(S(=O)(=O)c2ccccc2)CC1 | 3% |
| Cc1ccc(-c2ccc3c(c2)O[C@H](CN(C)C(=O)CC2CC2)[C@H](C)CN([C@@H](C)CO)S3(=O)=O)cc1 | -7% |
| O[C@@H]1CN(Cc2cccs2)[C@@H](c2ccc(Cl)cc2)C[C@H]1n1cc(-c2ccc(F)cc2)nn1 | -8% |
| Fc1ccc(-c2nc3ccc(Cl)cn3c2Cc2ccccc2)cc1 | 4% |
| COc1ccc2nc(C)cc(Nc3ccccc3OC)c2c1 | -1% |
| CC(C)C1C(=O)N(Cc2cn(Cc3ccco3)nn2)CCS(=O)(=O)N1Cc1ccc(-c2ccccc2)cc1 (stereo not given) | -3% |
| S=C(NN=Cc1ccccn1)Nc1ccccn1 | 9% |
| COCCCn1c(SCC(=O)N2CCCC2=O)nc2ccccc2c1=O | -3% |
| COc1cc(C(C)=O)ccc1OCC(=O)Nc1ccc(S(=O)(=O)N2CCCCC2)cc1 | -4% |
| C[C@@H]1CN([C@H](C)CO)C(=O)CCCn2nncc2CO[C@@H]1CN(C)C(=O)C1CCCCC1 | 7% |
| O=C(c1cccs1)N1C[C@@H](n2cc(-c3ccc(F)cc3)nn2)[C@H](O)C[C@@H]1c1ccccc1 | -4% |
| C[C@H]1CCCCO[C@H](CN(C)Cc2ccncc2)[C@@H](C)CN([C@@H](C)CO)C(=O)c2cc(NS(=O)(=O)c3ccccc3)ccc2O1 | 0% |
| COc1ncnc2c1ncn2CCCNCc1ccc2c(c1)OCO2 | 3% |
| COc1ccc(CCN2CC(C(=O)NCc3cccc(F)c3)CCC2=O)cc1 (stereo not given) | 0% |
| CCN1C(=O)[C@H]2[C@@H](c3ccc(OC)cc3)N[C@]3(CCCN(CCC(C)C)C3=O)[C@H]2C1=O | 3% |
| COc1ccc(C(=O)NC2CC(C)(C)NC(C)(C)C2)cc1S(=O)(=O)N1CCOCC1 | 3% |
| Cc1noc(C)c1NC(=O)N(C)C[C@H]1OCCCC[C@@H](C)Oc2ccc(NS(=O)(=O)c3ccccc3)cc2C(=O)N([C@H](C)CO)C[C@@H]1C | 1% |
| COCCNC(=S)N(C)[C@H]1C[C@H]2c3cc(Oc4ccccc4C)ccc3CCN2C(=O)[C@H]1[C@H](C)O | -3% |
| Cc1c(CN(C)C(=O)C2CCC(=O)N(Cc3ccccc3F)C2)[nH]c2ccccc12 (stereo not given) | -2% |
| Cc1ccccc1C#CC1=CC(=O)CC(C)(C)C1 | 1% |
| COc1ccc(C=C2SC(=S)N(CCCN3CCOCC3)C2=O)c(OC)c1 | 6% |
| COC(=O)c1cc(S(=O)(=O)Nc2cccc(-c3ccno3)c2)c[nH]1 | 3% |
| COc1ccc(C(=O)C2CCCN(C(=O)Cn3nc(C)nc3C)C2)cc1F (stereo not given) | 8% |
| CCCCCC(=O)N1C[C@@H](O)[C@H](n2cc(COC(=O)c3ccccc3)nn2)C[C@@H]1c1ccc(Cl)cc1 | -7% |
| CS(=O)(=O)c1ccc(-c2cccc(NC(=O)c3ccc4c(c3)OCO4)c2)nn1 | -5% |
| COc1ccc(NC(=O)Cn2c([N+](=O)[O-])cnc2C)c(OC)c1 | -5% |
| O=C(Cc1ccccc1)NCC(=O)N1CCN(c2ccc(F)cc2)CC1 | -2% |
| CC(=O)N(c1ccccc1)c1ccccc1[N+](=O)[O-] | -5% |
| Cc1ccc(S(=O)(=O)N2C[C@H]3C(=O)C[C@@H](c4ccccc4F)N(S(=O)(=O)c4ccc(C)cc4)[C@H]3C[C@H]2c2cccc3ccccc23)cc1 | 1% |
| O=C(NC1CCCCC1)c1ccc2ccccc2c1O | 1% |
| COc1ccc(Cl)cc1CNC[C@H]1O[C@@H](n2ccc(N)nc2=O)[C@H](O)[C@@H]1O | -2% |
| Oc1ccc(O)c(C=NNC(=S)NC2CC3CC2C2C=CCC32)c1 (stereo not given) | -2% |
| Cc1ccc(S(=O)(=O)N2C[C@@H](C)[C@]3(C2)[C@H](O)[C@H](OC(=O)NC2CC2)C[C@H]2C(=O)N(c4ccccc4)C(=O)[C@H]23)cc1 | 1% |

The listing continues:
| compound | Dengue-2 NS5 capping |
| --- | --- |
| CC1=C(C(=O)N(C)C)CC(CC(=O)NC2CCCCC2)C(=O)N1CCCN1CCCC1=O (stereo not given) | 3% |
| CC(O)C(NS(=O)(=O)c1ccc(Cl)cc1)C(=O)OCCOc1ccc(F)cc1 (stereo not given) | 3% |
| O=C1CCCN1c1ccc([N+](=O)[O-])cc1 | -2% |
| N#CC(=Cc1ccccn1)c1nc(-c2ccc(Cl)cc2)cs1 | 6% |
| C[C@@H]1CN([C@@H](C)CO)C(=O)CCCn2nncc2CO[C@H]1CN(C)C(=O)C1CCCCC1 | 4% |
| O=C(O)Cc1ccc(NS(=O)(=O)c2ccc3c(c2)OCCO3)cc1 | -1% |
| O=C(c1cccs1)N1C[C@@H](O)[C@H](n2cc(C3CC3)nn2)C[C@@H]1c1ccc(Cl)cc1 | -4% |
| O=C(Nc1ccccc1[N+](=O)[O-])OCC=Cc1ccccc1 | 6% |
| O=C1OCC/C1=C\NCCCN/C=C1\CCOC1=O | -1% |
| COc1ccccc1CN(C)C[C@@H]1OCc2cnnn2CCCC(=O)N([C@@H](C)CO)C[C@H]1C | -5% |
| CC(C)C1C(=O)N(Cc2cn(CC3CCCCC3)nn2)CCS(=O)(=O)N1Cc1ccc(-c2ccc(Cl)nc2)cc1 (stereo not given) | -9% |
| CC1(c2cccc(Br)c2)NC(=O)N(CC(=O)NCCC2=CCCCC2)C1=O (stereo not given) | 3% |
| CCN(CC(=O)Nc1ccc2c(c1)OCCO2)C(=O)COc1ccc(C(C)=O)cc1 | -5% |
| O=C(C#Cc1ccccc1)c1ccccc1 | -56% |
| CCc1noc(C)c1C(=O)NCCN1C(=O)S/C(=C\c2ccccc2F)C1=O | -3% |
| NC(=O)c1ccsc1NC(=O)COC(=O)Cc1ccccc1[N+](=O)[O-] | -1% |
| C[C@H](CO)N1C[C@H](C)[C@@H](CN(C)S(=O)(=O)c2ccccc2F)Oc2ncc(C#Cc3cccnc3)cc2C1=O | 3% |
